iPSC survival up = enhancers of human iPSC single-cell survival; hiPSC single-cell survival, ATPlite luminescence; 100% = ROCK inhibitor wells, 0% = DMSO; survival enhancement, % at 20 µM; actives 0.044% (n = 360,000); AID 602274; in the data active = survival enhancement above about 18%;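 also: cells exposed to compounds for 16 hours before the ATP read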
MC4R antag cAMP = human MC4R antagonism in cAMP assay. P32245. MC4R-expressing cells, MTII-stimulated cAMP, LANCE TR-FRET. inhibition, % at 6.5 µM. actives 0.48% (n = 360,000). AID 540295;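 active = inhibition above its plate's cutoff, the mean of tested wells on that plate plus 3 SD, cut at about 29% in these data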;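 also: 0% = Melanotan II alone and 100% = Melanotan II plus saturating MCL0020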
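Test system: U2OS cells stably expressing human melanocortin 4 receptor (MC4R); also added: Melanotan II challenge; compound: 6.5 µM single dose; timing: 30-min compound preincubation, 1-h Melanotan II challenge, 1-h detection, room temperature; signal: Eu-cAMP/anti-cAMP TR-FRET, emission 671 nm; repeats: one well per compound, no replicates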
Granule exo inh = blocks lytic granule exocytosis; TALL-104 LAMP-1 surface exposure, flow cytometry; cells stimulated with thapsigargin and PMA; actives 0.66% (n = 360,000); inhibition, % at 10 µM;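 active = inhibition above about 55%, limit read from the data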
ABHD5-PLIN5 inh = inhibitors of human ABHD5-perilipin-5 interaction; Q00G26+Q8WTS1; actives 0.78% (n = 360,000); inhibition, % at 4 µM; Split G. princeps luciferase complementation, luminescence, 4 h;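 active = inhibition above the mean inhibition across every tested compound plus 3 SD, cut at about 22% in these data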;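 also: 0% = DMSO only wells and the 100% control is not disclosed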
aDG glyco act = increases alpha dystroglycan glycosylation; Pro5-aDG cells, alpha-DG glycosylation AlphaScreen (IIH6); 0% Pro5, 100% B10-LARGE cell signal; activation, % at 10 µM; actives 0.22% (n = 360,000);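 active = activation of at least 8% versus controls, or a plate z-score of at least 8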;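 also: Pro5 are CHO cells carrying HIG-tagged alpha-DG that lacks glycosylation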
Cardio protect = myocardial damage modulation in H9c2 cells; H9c2 cardiomyocytes, H2O2 injury protection, ATPLite, 2 h; protection from H2O2 cell death, % at 20 µM; actives 0.63% (n = 360,000); AID 588492;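 active = compounds giving at least 50% protection of heart cells from peroxide-induced death in the single-dose screen, raw or plate-pattern-corrected value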;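 also: 0% = DMSO wells with peroxide and 100% = DMSO wells without peroxide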
MC4R ag barr = agonists of human melanocortin 4 receptor (MC4R) beta-arrestin. U2OS MC4R beta-arrestin complementation, luminescence; percent of melanotan II response, DMSO zero. activation, % at 8.9 µM. P32245. actives 0.98% (n = 360,000). AID 540308;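 active = activation above a per-plate cutoff, the mean activation of sample wells on that plate plus 3 SD, cut at about 8% in these data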
m5-HT2A agonist = mouse HTR2A agonism via beta-arrestin recruitment | P35363 | CHO-K1 mHTR2A beta-arrestin complementation, luminescence; percent of 30 µM serotonin response | activation, % at 7.6 µM | actives 0.66% (n = 360,000) | AID 624169;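 active = activation above a run cutoff, the mean activation of all tested compounds plus 3 SD, cut at about 14% in these data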;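 also: 0% = plate median of compound wells and 100% = 30 µM serotonin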
N-glyco inh = N-linked glycosylation inhibition. D54 ERlucT glycosylation luciferase reporter, 24 h; percent of 100 nM tunicamycin response. reporter increase, % at 12.5 µM. actives 0.23% (n = 360,000);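 active = mean luciferase reporter signal, scaled so untreated is 0 and the glycosylation-blocking control 100, at or above a set limit in every replicate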;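 also: luciferase carries N-glycosylation sites so blocking glycosylation raises the light; 0% = median of neutral control wells and 100% = median of 100 nM tunicamycin wells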
ABCB6 inh 2 = human ABCB6 transporter inhibition. fluorescence ratio to DMSO, % at 10 µM. actives 0.19% (n = 360,000). K562-ABCB6 porphyrin accumulation, flow cytometry, 1 h; stronger effect = lower value. Q9NP58;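 active = fluorescence ratio to DMSO below 75%, the collection mean minus 3 SD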;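 also: signal is porphyrin accumulated inside mitochondria; 100% equals median channel fluorescence of DMSO control wells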
Target sequence (Q9NP58 whole entry, looked up): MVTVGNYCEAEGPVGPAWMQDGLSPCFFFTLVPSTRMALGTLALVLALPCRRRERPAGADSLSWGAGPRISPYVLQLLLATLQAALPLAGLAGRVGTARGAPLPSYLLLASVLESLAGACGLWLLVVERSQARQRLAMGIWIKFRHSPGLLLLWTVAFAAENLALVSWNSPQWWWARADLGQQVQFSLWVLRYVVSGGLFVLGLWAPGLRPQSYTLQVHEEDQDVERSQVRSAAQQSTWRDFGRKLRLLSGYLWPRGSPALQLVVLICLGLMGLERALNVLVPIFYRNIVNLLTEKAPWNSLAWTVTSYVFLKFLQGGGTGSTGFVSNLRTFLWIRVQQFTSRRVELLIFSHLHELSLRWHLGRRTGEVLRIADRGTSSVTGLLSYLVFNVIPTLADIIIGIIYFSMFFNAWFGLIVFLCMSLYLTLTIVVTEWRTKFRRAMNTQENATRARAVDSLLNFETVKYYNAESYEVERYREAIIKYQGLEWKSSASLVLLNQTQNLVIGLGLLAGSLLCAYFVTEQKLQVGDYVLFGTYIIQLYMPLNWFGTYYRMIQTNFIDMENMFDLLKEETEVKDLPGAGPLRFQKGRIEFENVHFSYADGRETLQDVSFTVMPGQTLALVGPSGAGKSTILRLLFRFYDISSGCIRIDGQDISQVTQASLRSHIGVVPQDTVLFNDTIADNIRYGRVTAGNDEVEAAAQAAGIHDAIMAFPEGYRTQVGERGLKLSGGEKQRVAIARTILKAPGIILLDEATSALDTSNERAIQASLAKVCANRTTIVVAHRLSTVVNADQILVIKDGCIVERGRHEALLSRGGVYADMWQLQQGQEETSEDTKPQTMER
The depositor's hits bear a star; . = no result given. Rows were taken by chance, and some 4.5% of all compounds hit somewhere here.

SMILES | iPSC survival up | MC4R antag cAMP | Granule exo inh | ABHD5-PLIN5 inh | aDG glyco act | Cardio protect | MC4R ag barr | m5-HT2A agonist | N-glyco inh | ABCB6 inh 2
O=C(Nc1cccc(Cl)c1)c1csc([C@@H]2O[C@H](CO)[C@H](O)[C@H](O)[C@H]2O)n1 | 9.6 | 7 | 0 | -4 | -0.1 | -2 | -2.4 | -2 | 2 | 106
COc1nccnc1NS(=O)(=O)c1ccc(NC(=S)NC(=O)/C=C/c2ccccc2)cc1 | 2.6 | 7 | 4 | 4 | 0.0 | 7 | 1.5 | 3 | 1 | 87
Cc1cc(C)cc(NC(=S)N2CCN(S(C)(=O)=O)CC2)c1 | -0.4 | 2 | -2 | -5 | -0.1 | 1 | -2.1 | 8 | 2 | 93
CCN1CCN(CCC(=O)Nc2cccc(C)c2)CC1 | -0.3 | 0 | -3 | 2 | -0.1 | -3 | 0.0 | -1 | 3 | 87
CCOc1ccc2nnnn2n1 | 4.1 | 20 | -1 | 10 | -0.2 | 16 | -0.2 | 6 | 5 | 87
CN(Cc1ccccc1)C(=O)c1nc[nH]c1C(=O)N1CCc2ccccc2C1 | -2.5 | 1 | 10 | 3 | -0.1 | 1 | -1.2 | 2 | 2 | 93
O=C(Cc1ccccc1)NC(=S)Nc1ccc2oc(-c3ccccc3F)nc2c1 | 1.5 | 14 | 0 | -3 | 0.3 | -25 | 2.8 | -4 | -1 | 99
C[C@@H]1CN([C@@H](C)CO)C(=O)c2cc(NC(=O)C3CCCCC3)ccc2O[C@@H](C)CCCCO[C@@H]1CN(C)C(=O)CCCN(C)C | 6.6 | 10 | -4 | -8 | 0.0 | -5 | -0.8 | 2 | 2 | 102
COc1cccc(Nc2nc(CC(C)=O)ns2)c1 | -0.8 | 1 | 4 | 1 | -0.4 | -2 | -0.3 | -2 | . | 102
C[C@H](CO)N1C[C@H](C)[C@@H](CN(C)S(C)(=O)=O)Oc2c(NC(=O)c3ccncc3)cccc2C1=O | -1.0 | 3 | -14 | 9 | 0.0 | 10 | -0.7 | 1 | 2 | 101
CCCn1c2c(c(O)c(C(=O)Nc3ccc(OCC)cc3)c1=O)CCCC2 | 3.8 | 0 | -2 | 1 | 0.1 | -9 | 1.5 | 4 | 2 | .
COc1cccc(SCc2noc(C(=O)NCCCN3CCOCC3)c2C(=O)NCCCN2CCOCC2)c1 | -3.2 | 12 | -13 | -3 | -0.4 | 0 | 1.2 | 1 | 2 | 99
N#Cc1c(C#N)c(O)c2ccccc2c1O | 0.8 | 5 | -5 | -4 | 0.1 | -10 | -0.8 | 0 | 5 | 102
CC(=O)c1cccc(CN2CCCC(CCC(=O)NCc3ccc(C)o3)C2)c1 (stereo unspecified) | 2.3 | 3 | -4 | 4 | 0.1 | 8 | 0.2 | 3 | 0 | 97
Cc1ccc(C(=O)NNC2=NC(C)(C)Cc3ccccc32)cc1 | -0.6 | 1 | -1 | -3 | 0.0 | 1 | -2.0 | -3 | 0 | 102
COc1ccccc1N(CC(=O)NCc1ccc(F)cc1)C(=O)CCC(=O)Nc1nccs1 | 0.8 | -4 | 9 | 5 | 0.1 | -2 | 3.0 | 11 | 1 | 110
COc1ccc(OC)c(NC(=O)C2(C)CCN2C(=O)C(C)(C)c2ccccc2)c1 (stereo unspecified) | 2.4 | 0 | -23 | -2 | 0.0 | 10 | -0.7 | -5 | -2 | 101
COc1ccc(-c2nnc(SCC(=O)NC(=O)NCc3ccccc3)o2)cc1 | -0.7 | 2 | -1 | -4 | 0.0 | -12 | 4.6 | 4 | 0 | 106
COc1cccc(CN2CC(C(=O)N(C)CCc3ccccc3)CCC2=O)c1 (stereo unspecified) | -0.4 | 7 | -1 | 5 | -0.1 | -3 | -0.3 | 2 | -1 | 100
CCn1c(SCC(=O)c2ccc(Br)cc2)nnc1C(C)NC(=O)Cc1ccc(OC)cc1 (stereo unspecified) | -4.1 | -3 | 1 | 2 | 0.5 | -3 | -0.9 | -1 | -2 | 92
Cn1c(=NC(=O)c2ccccc2[N+](=O)[O-])sc2cc(S(C)(=O)=O)ccc21 | -1.0 | 10 | -5 | -4 | 0.4 | -1 | 0.8 | -1 | -12 | 102
Cc1cccc(OCCC(=O)NCC(c2ccco2)N2CCCCC2)c1 (stereo unspecified) | -2.9 | 1 | 0 | 0 | 0.2 | 1 | -1.5 | -3 | -2 | 93
Cc1ccc(-c2cc(C(=O)N/N=C/c3ccc(Cl)cc3)n[nH]2)o1 | 0.4 | 8 | 0 | -10 | 0.1 | 3 | 2.9 | -5 | -6 | 97
Cc1ccccc1NC1=C(Cl)C(=O)OC1OC(=O)c1ccco1 (stereo unspecified) | -1.3 | 0 | -5 | 4 | 0.6 | 6 | -2.3 | -3 | 6 | 88
CC(=O)c1c(C)[nH]c(C(=O)N2CCCC(C)C2)c1C (stereo unspecified) | -0.4 | 11 | 3 | 2 | -0.1 | 6 | 0.1 | -1 | 2 | 98
Cn1cc(C(=O)N/N=C/c2c(O)ccc3ccccc23)ccc1=O | -1.7 | -9 | 0 | -2 | 0.9 | 71* | -4.6 | 0 | -8 | 99
CCOC(=O)N1CCC(NS(=O)(=O)c2ccc(C)cc2)CC1 | 0.4 | 4 | 2 | 6 | -0.1 | -5 | 0.6 | -2 | -2 | 100
COc1ccc(CNC(=O)c2ccc[nH]2)cc1 | -0.7 | 0 | -1 | -1 | 0.0 | -1 | -2.8 | -1 | -1 | 95
Cc1ccc(C2(c3noc(CN(C)CC4CCCCO4)n3)CCCC2)cc1 (stereo unspecified) | 0.9 | -7 | 0 | 0 | 0.0 | -2 | -0.9 | 1 | -1 | 102
O=C(CSc1nc2ccccc2o1)N/N=C/c1ccccc1C(=O)O | -0.3 | 9 | -6 | -9 | 0.0 | -5 | -2.5 | 1 | -1 | 104

Entries of single compounds from above:
Cc1ccc(C2(c3noc(CN(C)CC4CCCCO4)n3)CCCC2)cc1 (stereo unspecified) is listed as iPSC survival up = 0.9; MC4R antag cAMP = -7; Granule exo inh = 0; ABHD5-PLIN5 inh = 0; aDG glyco act = 0.0; Cardio protect = -2; MC4R ag barr = -0.9; m5-HT2A agonist = 1; N-glyco inh = -1; ABCB6 inh 2 = 102
Cc1ccc(-c2cc(C(=O)N/N=C/c3ccc(Cl)cc3)n[nH]2)o1 is listed as iPSC survival up = 0.4; MC4R antag cAMP = 8; Granule exo inh = 0; ABHD5-PLIN5 inh = -10; aDG glyco act = 0.1; Cardio protect = 3; MC4R ag barr = 2.9; m5-HT2A agonist = -5; N-glyco inh = -6; ABCB6 inh 2 = 97

The results go on.
SMILES | iPSC survival up | MC4R antag cAMP | Granule exo inh | ABHD5-PLIN5 inh | aDG glyco act | Cardio protect | MC4R ag barr | m5-HT2A agonist | N-glyco inh | ABCB6 inh 2
CCCCCC1CC(CC(=O)Nc2nncs2)C(=O)O1 (stereo unspecified) | 1.0 | 4 | -2 | 0 | 0.2 | 0 | 0.5 | 3 | 0 | 93
C=CCSc1nsc(NC(=O)Nc2cccc(C(C)=O)c2)n1 | 0.1 | 23 | 4 | -9 | -0.1 | -21 | 4.4 | 4 | -13 | 92
O=C(CSc1ccc2nnc(-c3ccccc3)n2n1)N1CCCc2ccccc21 | -0.8 | -42 | -8 | -5 | -0.2 | 40 | -0.8 | 3 | -2 | 99
O=[N+]([O-])c1cc(S(=O)(=O)Nc2ccccc2)ccc1NCc1ccccc1 | 2.7 | 15 | 1 | 7 | 0.1 | -11 | 0.0 | -3 | 1 | 97
CC(C)(C)NC(=O)C(c1ccccc1)n1c(=O)c(-c2ccco2)nc2ccccc21 (stereo unspecified) | . | . | 1 | 75* | 0.2 | . | . | -1 | . | .
CCn1cc([N+](=O)[O-])c(C(=O)N2N=C(c3ccc4ccccc4c3)CC2c2ccccc2O)n1 (stereo unspecified) | 0.3 | 10 | -1 | 8 | 0.2 | -8 | 7.0 | 1 | 3 | 99
O=C(c1noc2c1CCCC2)N1CCc2ccccc2C1 | -0.6 | 6 | -4 | -3 | -0.1 | -2 | -1.1 | 12 | -3 | 96
N#Cc1cc(-c2ccccc2)cn(Cc2c(Cl)cccc2Cl)c1=O | -3.0 | -18 | -5 | -7 | -0.1 | -5 | -0.1 | 1 | -1 | 90
CCOc1ccc(S(=O)(=O)NCCc2cn3ccccc3n2)cc1 | 0.0 | 1 | -4 | 7 | 0.1 | -2 | -1.3 | 0 | 2 | 92
Cc1cc(CNC(=O)C2CCC(=O)N(CCc3ccc(Cl)cc3)C2)no1 (stereo unspecified) | -0.5 | 4 | -1 | -7 | 0.0 | -2 | -3.8 | 2 | 3 | 105
CCn1c(CNC(=O)c2ccc(F)cc2)cc2ccccc21 | 1.1 | 17 | -5 | -3 | -0.1 | -7 | -0.3 | 7 | -2 | 100
COC(=O)c1ccc(NS(=O)(=O)c2ccc(Cl)cc2)o1 | 0.1 | 7 | -2 | 6 | -0.1 | 2 | -1.6 | 5 | 0 | 97
COc1ccc(CN(C)C(=O)c2cccc(S(=O)(=O)N3CCc4ccccc43)c2)c(OC)c1 | 0.3 | 22 | 0 | -1 | -0.1 | 2 | 1.1 | -4 | -1 | 95
O=C(NC1CC1)C1CCN(C2CCN(C(=O)Cc3ccc(F)cc3)CC2)CC1 | -0.2 | -2 | -2 | 0 | 0.1 | 0 | 1.7 | 6 | 0 | 98
Cc1ccc(C(=O)NCCONC(=O)c2ccc(C)cc2)cc1 | -0.3 | 1 | -4 | -1 | 0.2 | -1 | -3.2 | -8 | 1 | 102
C[C@H](CO)N1C[C@H](C)[C@@H](CN(C)Cc2ccc3c(c2)OCO3)Oc2ccc(NS(C)(=O)=O)cc2C1=O | 0.2 | 5 | 0 | -5 | -0.1 | -1 | -1.1 | -6 | 3 | 95
COc1ccc(-c2ccc(S(=O)(=O)n3nc(OC(=O)c4cccs4)cc3N)cc2)cc1 | 0.3 | 0 | -1 | 3 | 0.2 | 0 | -1.1 | -2 | 0 | 93
Cc1onc(-c2c(F)cccc2Cl)c1C(=O)NCc1ccco1 | -1.5 | 7 | -2 | 8 | -0.2 | 8 | -0.6 | 8 | -1 | 103
COC(=O)c1ccc(NC(=S)NN2CCCCC2c2cccnc2)cc1 (stereo unspecified) | -0.3 | -6 | -1 | 2 | 0.2 | 0 | -0.6 | 5 | 0 | 92
Cc1ccc(S(=O)(=O)N2C[C@@]3(O)Cn4c(=O)ccc(=O)n4C[C@@]3(OC(=O)NCc3ccccc3F)C2)cc1 | -2.6 | . | 0 | -3 | -0.2 | . | . | 2 | . | 102
CCSC(=O)N=Nc1ccc(O)cc1 | 1.0 | 8 | -7 | -15 | -0.2 | -1 | -0.7 | -5 | 7 | 100
COCCNC(=O)c1ccc(N2CC3CC(C2)c2cccc(=O)n2C3)c(NC(=O)c2ccccc2Br)c1 (stereo unspecified) | -1.2 | -2 | -2 | 0 | 0.0 | 5 | -0.8 | 2 | 1 | 102
COc1cc(OC)cc(-n2nnnc2SCC(=O)NCCc2ccc(OC)c(OC)c2)c1 | -0.5 | -6 | 0 | 0 | -0.1 | 7 | -2.0 | 1 | 0 | 99
CC(C)OC(=O)c1cc(=O)[nH]c2ccccc12 | 2.3 | -1 | -2 | -1 | -0.3 | 14 | 0.1 | 1 | 2 | 93
